Screening results (PubChem)
Keap1-Nrf2 PPI: Keap1-Nrf2 protein-protein interaction inhibitors, primary screen, biochemical, fluorescence polarization, single point; Kelch-like ECH-associated protein 1 (Homo sapiens), Q14145; inhibition, % at 9.4 µM; Keap1 Kelch-Nrf2 peptide fluorescence polarization, 1536-well; actives 0.15% (n = 340,000); in the data active means inhibition above about 12%;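 further: human Keap1 Kelch domain with fluorescein labeled Nrf2 9mer peptide probe; 0% = neutral control wells and 100% = peptide positive control; higher means more block of Keap1 binding to Nrf2 peptide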
CAL PDZ FP-1: untagged CAL PDZ binding inhibitors, primary screen, biochemical, fluorescence polarization, HTS; Golgi-associated PDZ and coiled-coil motif-containing protein (Homo sapiens), Q9HD26; purified CAL PDZ, TMR-peptide fluorescence polarization, 1 h; inhibition, % at 24.9 µM; actives 0.92% (n = 300,000); AID 602252, 2012;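 active means mean inhibition of at least 30% with at least half of replicates also reaching 30%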;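 further: 0% = DMSO neutral control and 100% = excess unlabeled competitor peptide PRC23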
Arrestin-AP2 inh: inhibitors of beta-arrestin/AP2 binding, primary screen, biochemical, GPCR trafficking, flow cytometry; beta-arrestin 1 C-terminal peptide binding to AP2 beta2-adaptin appendage (human); FITC-arrestin peptide / GST-AP2 beads; AP2 beta2 appendage carries R879A mutation; inhibition, % at 10 µM; actives 0.31% (n = 340,000); AID 504490, 2011;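 active means inhibition above a set limit, near 3 SD of compounds lacking own fluorescence, cut at about 54% in these data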;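 further: plate controls were DMSO wells for no effect and 5 µM unlabelled arrestin peptide for full effect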
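System: GST-AP2 R879A glutathione beads | Also added: FITC-arrestin peptide, 50 nM | Times: 12 min plus 1 h, RT | Signal: Bead flow cytometry, FITC channel | Buffer or medium: PBS with 0.05% Tween 20 and 0.1% BSA | Read-out basis: Percent drop in bead-associated FITC signal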
RTF Ca sens inh: cardiac RTF calcium sensitivity inhibitors, primary screen, biochemical, IANBD-TnC fluorescence, EC70 calcium | IANBD-labeled cardiac RTF, Ca2+ fluorescence | inhibition, % at 7.15 µM | actives 0.12% (n = 340,000);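 active means inhibition above the mean inhibition of all tested compounds plus 3 SD, cut at about 17% in these data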;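 further: assay run at fixed EC70 calcium of 1.6 mM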
CAL PDZ FP-2: CAL PDZ peptide-binding inhibitors, primary screen, biochemical, fluorescence polarization, Cer-tagged CAL PDZ, HTS; Golgi-associated PDZ and coiled-coil motif-containing protein (Homo sapiens), Q9HD26; AID 504414, 2011; inhibition, % at 20 µM; purified CAL PDZ, TMR-peptide fluorescence polarization, 1 h; actives 0.02% (n = 330,000);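 active means highest replicate inhibition of at least 40%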;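 further: plate controls were DMSO neutral control wells for no effect and unlabeled competitor peptide control wells for full effect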
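Test system: tagged CAL PDZ domain / Buffer or medium: sodium phosphate/NaCl buffer pH 7.4 with TCEP, IgG, Thesit / Reagent: TMR-labelled reporter peptide T*-PRC34 bound in PDZ groove / Compound dosing: single point, 20 µM / Schedule: 1 h incubation at room temperature before polarization reading / Technique: fluorescence polarization (mP) / Benchmarks: unlabelled peptide, DMSO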
NSD2 HMT inh: NSD2 histone methyltransferase inhibitors, primary screen, biochemical, AlphaScreen, single concentration, set 2. Histone-lysine N-methyltransferase NSD2 (Homo sapiens), O96028. NSD2 peptide methylation, 120 min. inhibition, % at 12.5 µM. actives 0.54% (n = 310,000). AID 743445, 2014; in the data active means inhibition above about 50%
Target sequence (O96028 whole entry, looked up): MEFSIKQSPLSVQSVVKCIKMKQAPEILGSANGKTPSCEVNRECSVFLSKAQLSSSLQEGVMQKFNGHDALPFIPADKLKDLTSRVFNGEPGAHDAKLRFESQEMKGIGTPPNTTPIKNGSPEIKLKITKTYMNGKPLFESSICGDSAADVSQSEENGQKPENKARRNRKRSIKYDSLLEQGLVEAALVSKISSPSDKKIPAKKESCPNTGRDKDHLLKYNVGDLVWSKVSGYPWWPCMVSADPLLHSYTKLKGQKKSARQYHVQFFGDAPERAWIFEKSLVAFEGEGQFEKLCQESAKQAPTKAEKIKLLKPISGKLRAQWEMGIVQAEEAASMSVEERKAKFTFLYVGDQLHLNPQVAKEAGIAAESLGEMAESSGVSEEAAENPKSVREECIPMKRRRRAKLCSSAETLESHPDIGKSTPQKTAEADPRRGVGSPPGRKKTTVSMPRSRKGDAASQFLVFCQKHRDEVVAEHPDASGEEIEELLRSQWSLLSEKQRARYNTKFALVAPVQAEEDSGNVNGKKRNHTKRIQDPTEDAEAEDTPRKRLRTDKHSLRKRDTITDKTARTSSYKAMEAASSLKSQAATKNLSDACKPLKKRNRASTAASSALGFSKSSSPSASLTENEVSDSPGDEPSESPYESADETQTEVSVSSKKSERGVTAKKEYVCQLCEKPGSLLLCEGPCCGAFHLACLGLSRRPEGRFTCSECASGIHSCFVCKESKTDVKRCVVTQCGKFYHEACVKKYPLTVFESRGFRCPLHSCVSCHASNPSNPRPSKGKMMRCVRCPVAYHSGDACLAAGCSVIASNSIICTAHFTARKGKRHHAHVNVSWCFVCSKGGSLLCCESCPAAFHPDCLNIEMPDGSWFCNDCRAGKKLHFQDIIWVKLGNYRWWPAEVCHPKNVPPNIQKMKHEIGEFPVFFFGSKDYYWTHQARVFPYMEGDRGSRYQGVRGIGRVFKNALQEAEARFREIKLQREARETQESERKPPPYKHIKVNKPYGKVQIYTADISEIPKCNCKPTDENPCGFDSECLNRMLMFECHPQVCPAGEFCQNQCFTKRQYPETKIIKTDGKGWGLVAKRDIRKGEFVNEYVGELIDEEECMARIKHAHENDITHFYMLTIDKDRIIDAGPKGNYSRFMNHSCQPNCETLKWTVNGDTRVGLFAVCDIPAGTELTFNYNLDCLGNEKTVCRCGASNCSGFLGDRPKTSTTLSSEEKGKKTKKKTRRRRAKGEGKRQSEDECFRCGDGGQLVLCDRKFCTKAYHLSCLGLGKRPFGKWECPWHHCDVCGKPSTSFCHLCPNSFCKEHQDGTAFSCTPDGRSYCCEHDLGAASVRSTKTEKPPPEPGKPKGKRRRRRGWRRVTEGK
LANA DNA inh: inhibitors of KSHV C-LANA binding to DNA, primary screen, biochemical, fluorescence polarization, FAM-LBS DNA, MBP-C-LANA, single point. Kaposi's sarcoma herpesvirus LANA C-terminal domain (residues 932-1162) DNA binding. inhibition, % at 9 µM. actives 0.078% (n = 340,000). AID 504423, 2011;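 active means highest replicate inhibition at or above 60% at 9 µM, even if other replicates fall short; inactive means all replicates below 60% inhibition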;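 further: 0% = neutral control wells and 100% = 4 µM acridine orange control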
DAGLB inh: DAGLB lipase inhibitors, primary screen, biochemical, fluorescence, HTS. actives 0.059% (n = 340,000). inhibition, % at 5.17 µM. AID 504411, 2011. HEK293T DAGLB membrane lysate, EnzChek fluorogenic substrate. Diacylglycerol lipase-beta (Homo sapiens), Q8NCG7; in the data active means inhibition above about 34%;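 further: 0% = enzyme with vehicle and 100% = wells lacking enzyme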
DSG3 Ab inh: inhibitors of pemphigus antibody binding to DSG3, primary screen, biochemical, bead-based, flow cytometry, scFv-GFP | Desmoglein-3 (Homo sapiens), P32926 | DSG3-coupled beads, scFv-anti-DSG3-GFP binding; stronger effect = lower value | binding (percent of control), % at 10 µM | actives 0.48% (n = 310,000) | AID 588358, 2011;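 active means binding more than 3 SD below its plate's average and above zero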;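 further: hits lower antibody fragment binding to DSG3; some compounds called inactive have numbers as strong as hits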
V-ATPase pH: regulators of yeast V-ATPase proton pumping, primary screen, pHLuorin cytosolic pH fluorescence. S. cerevisiae. response, % at 10 µM. actives 0.37% (n = 350,000). AID 504577, 2011; in the data active means response mostly above about 7.3%, no sharp cut-off; inactive means mostly below about 5.4%; further: actives read high; inactives centre near 0; some compounds called inactive have numbers as strong as hits
An asterisk follows results filed as active; x = no result given. A portion of the library; count on the stated rates, not on these rows.

item	SMILES	Keap1-Nrf2 PPI	CAL PDZ FP-1	Arrestin-AP2 inh	RTF Ca sens inh	CAL PDZ FP-2	NSD2 HMT inh	LANA DNA inh	DAGLB inh	DSG3 Ab inh	V-ATPase pH
1	COc1ccc(C2N(Cc3ccccc3)CC(=O)N2/N=C(\C)c2ccccc2)cc1 (configuration not stated)	-0.4	1.6	19.9	2.3	-1.1	-1.2	0.2	-3.2	x	-5.7
2	O=C(/C=C/c1ccco1)Nc1ccccc1C(=O)O	-1.8	3.2	-9.6	x	-1.2	73.3*	23.6	x	x	3.1
3	CCOC(=O)N1CCN(C(=O)c2cnc3n(c2=O)CCS3)CC1	-2.3	-5.1	0.0	3.8	-2.9	-6.9	0.6	0.0	107.6	1.4
4	Clc1cc(Cl)cc(CN2CCSCC2)c1	-1.9	-8.9	1.5	5.1	-0.7	x	1.6	-4.3	x	2.5
5	Cc1cc(NC(=O)C2CC=CCC2C(=O)O)no1 (configuration not stated)	4.3	0.0	20.1	-2.7	-1.2	0.6	-0.4	0.8	92.9	-2.1
6	CN1CCc2c(sc3c2C(=O)NC(c2ccc(-c4cccc(Cl)c4)o2)N3)C1 (configuration not stated)	-8.6	x	14.4	-72.2	-1.5	x	0.6	-15.0	102.9	-5.0
7	COc1ccc(C)cc1-n1nnnc1SCC1CCCCO1 (configuration not stated)	-8.6	-3.0	-0.6	-4.0	-1.9	1.9	-0.6	-0.9	87.3	3.6
8	CC(=O)c1cccc(NC(=O)COC(=O)c2cccc(N3C(=O)c4ccccc4C3=O)c2)c1	-5.4	-2.0	3.4	-13.5	-2.9	2.1	-1.7	-0.3	80.5	3.0
9	O=C(Nc1ccccc1)O/N=C(\c1ccccc1)c1ccccn1	-2.5	-1.0	0.9	-1.8	-1.0	4.5	1.7	1.5	101.8	-1.3
10	CCOc1ccc(NC(C)C(=O)N/N=C/c2cccs2)cc1 (configuration not stated)	-5.3	0.1	34.5	-9.0	-1.0	4.2	1.7	-1.9	95.0	-3.9
11	O=C(Nc1ccc(OCC(=O)N2CCOCC2)cc1)Nc1cccc2ccccc12	-1.5	2.6	-3.5	-2.4	0.7	-0.8	-0.3	0.3	105.9	5.7
12	CS(=O)(=O)c1ccc(C(=O)N2CCN(S(=O)(=O)c3ccc(C4CCCCC4)cc3)CC2)cc1	-5.1	-0.7	14.7	-4.0	0.4	-2.0	1.6	0.8	105.1	-1.9
13	COCC(=O)Nc1ccc(Br)cc1	-0.5	-3.0	19.0	-8.2	-0.7	-0.3	1.2	-0.9	105.4	-2.7
14	CCOC(=O)c1ccccc1NC(=O)c1cccc([N+](=O)[O-])c1	0.4	-3.4	42.5	-3.8	-0.6	9.1	-0.6	-1.9	95.8	4.1
15	Cc1ccc(/C=N/NC(=O)c2cc3c(ccc4ccccc43)o2)o1	-0.8	-2.0	29.3	0.9	-2.7	1.3	-0.3	-22.8	x	-0.1
16	Cc1ccc(C)n1-c1ccc(C(=O)N/N=C/c2ccncc2)cc1	-0.1	2.2	-26.6	-6.6	-2.4	-0.2	-0.1	-1.3	106.6	3.5
17	c1ccc2c(c1)nnn2Cc1nnc2sc(-c3ccc4c(c3)OCCO4)nn12	-1.5	-5.4	33.9	-5.2	-1.6	1.8	3.0	-1.6	104.5	1.9
18	CC(C)C[C@@H](CSc1ccc(Br)cc1)N1CCN(CC(C)C)CCC1=O	-2.7	-0.2	-0.9	-7.8	1.0	x	2.3	-54.4	112.7	-0.8
19	CCOC(=O)c1c(-c2ccccc2)csc1NC(=S)N(CC)CC	1.0	-2.6	14.4	0.8	0.2	-1.7	-1.2	-11.6	106.6	-3.1
20	CCCOC(=O)Nc1cccc(C(C)=O)c1	0.6	-2.1	5.2	-6.4	0.7	-1.0	-0.8	-2.0	76.5	-2.9
21	C=CCNC(=S)NNC(=O)c1ccc(OC(C)C)cc1	-3.0	-1.9	11.1	-5.5	-0.3	-2.8	-1.0	-0.6	98.5	-2.0
22	CCCCCCCCOC(=O)c1c(CSC(=N)N)n(C)c2cc(Br)c(OC(C)=O)cc12	x	x	-24.4	x	x	-0.9	x	x	115.2	-0.6
23	CCN(CC)CCNC(=O)c1ccc(NC(=O)c2cn(-c3ccccc3)nc2-c2cccs2)cc1	0.8	-5.4	4.0	-6.3	-1.5	-1.3	-0.7	4.8	111.2	-0.8
24	COc1cc(-c2cc(C(F)(F)F)n3ncc(C(=O)O)c3n2)cc(OC)c1OC	-3.0	-2.6	26.6	1.2	-0.4	3.5	1.0	0.8	113.1	5.6
25	O=C(NCCc1c[nH]c2ccccc12)/C(=C/c1cccnc1)NC(=O)c1ccco1	3.2	-3.8	7.6	-0.8	-2.0	-1.6	0.5	1.1	98.5	2.5
26	CC(=O)c1cccc(NC=C2C(=O)OC3(CCCCC3)OC2=O)c1	-2.8	x	1.1	0.1	-0.9	1.5	0.5	-2.0	x	1.3
27	CCOC(=O)c1ccc(NC(=O)c2ccccc2)cc1	-1.8	-4.2	8.9	-6.9	-2.5	-1.1	-0.8	-3.5	87.8	-0.3
28	COc1ccc(OC)c(NC(=O)C2CC(C)=C(C)CC2C(=O)O)c1 (configuration not stated)	-0.5	42.7*	23.0	4.6	0.1	-1.9	-1.4	-1.7	102.9	4.2
29	O=C(N1CCCC1)C(F)(F)Oc1ccc(F)cc1	-0.6	-0.5	-5.1	-3.5	-1.1	-0.5	1.1	-1.3	99.5	3.6
30	CCOc1ccccc1NC(=O)CC1NCCNC1=O (configuration not stated)	-3.1	20.0	-3.2	-6.8	0.2	2.3	-2.3	-1.3	97.1	1.2

Limited to Arrestin-AP2 inh and LANA DNA inh, for some of the entries so far:
| item | mol | Arrestin-AP2 inh | LANA DNA inh |
| --- | --- | --- | --- |
| 16 | Cc1ccc(C)n1-c1ccc(C(=O)N/N=C/c2ccncc2)cc1 | -26.6 | -0.1 |
| 15 | Cc1ccc(/C=N/NC(=O)c2cc3c(ccc4ccccc43)o2)o1 | 29.3 | -0.3 |

Further structures
item	SMILES	Keap1-Nrf2 PPI	CAL PDZ FP-1	Arrestin-AP2 inh	RTF Ca sens inh	CAL PDZ FP-2	NSD2 HMT inh	LANA DNA inh	DAGLB inh	DSG3 Ab inh	V-ATPase pH
31	CCc1nnc(NC(=O)c2nc3nc(C)cc(C)n3n2)s1	-5.3	-2.3	-3.7	3.1	-0.1	0.2	-0.9	0.5	95.7	0.9
32	O=[N+]([O-])c1cccc(Nc2nc(Cl)nc(Cl)n2)c1	2.6	-1.2	6.6	-6.7	-1.8	0.7	0.7	0.9	99.7	2.1
33	COC(=O)[C@@H]1C[C@@]2(O)[C@@H](O)[C@@H](O)[C@@H](O)C[C@H]2N1Cc1cc(OC)cc(OC)c1	-5.8	1.8	-2.2	0.7	0.6	x	-1.1	-2.3	96.6	-5.3
34	O=c1c(O)c(-c2ccc3c(c2)OCO3)oc2ccccc12	1.5	0.8	19.2	-4.5	-0.9	-0.4	-0.7	-1.1	123.3	-0.1
35	COc1ccc(CCn2c(C(C)C)nc3c(c(=O)c4ccccc4n3C)c2=O)cc1	-3.8	-5.3	-2.9	-12.5	-12.8	3.3	-0.2	2.9	109.2	-5.8
36	Brc1ccc(/C=N/Nc2nc3ccccc3o2)cc1	0.3	-1.6	24.5	-6.5	x	1.0	-0.9	0.8	x	4.7
37	O=C(CCc1ccccc1)Nc1cc(S(=O)(=O)N2CCOCC2)ccc1N1CCCC1	-7.2	-5.1	-0.2	7.2	0.2	-1.9	-0.4	-0.6	102.3	2.7
38	CCNc1cc(S(=O)(=O)C(F)(F)F)ccc1N	-2.8	-2.1	5.0	-6.3	0.9	0.9	0.8	0.7	101.4	-2.0
39	Cc1sc2ncnc(SCC(=O)N(C)C3CCS(=O)(=O)C3)c2c1C (configuration not stated)	-3.3	-4.3	11.4	-5.2	-0.5	-0.6	-2.0	-2.0	x	11.9
40	CC(C)NC(=O)NC(=O)COC(=O)c1ccccc1O	-0.3	-3.8	-5.3	-3.4	1.4	0.4	-1.6	0.1	113.8	1.2
41	O=C(c1ccco1)N1CCN(c2ncnc3scc(-c4cccs4)c23)CC1	-8.4	0.8	6.0	-8.4	x	0.0	0.3	2.0	103.1	-0.8
42	COc1ccc(C(=O)NCC(=O)OCc2ccc(F)cc2Cl)cc1OC	5.5	6.0	20.0	-5.5	-1.6	-1.1	-0.2	-6.3	91.0	5.9
43	CN1C(=O)NC(NC(=O)C2CCCCC2)(C(F)(F)F)C1=O (configuration not stated)	-3.4	-2.1	0.8	8.0	-1.3	-2.3	0.9	0.8	104.5	1.6
44	O=C(COC(=O)c1ccccc1Oc1ccccc1)NCc1ccco1	-3.5	-0.2	29.2	-2.4	-0.9	-4.2	1.2	4.6	95.0	2.0
45	Cc1c(NS(=O)(=O)c2cc(C(=O)NCc3ccco3)cc(Cl)c2Cl)c(=O)n(-c2ccccc2)n1C	-3.0	-0.1	2.0	1.4	-2.7	0.3	2.1	4.4	110.4	1.3
46	CCCCOC(=O)N1CCOCCOCCN(C(=O)OCCCC)CCOCCOCC1	-1.8	-0.3	6.1	4.5	-1.5	-0.7	-0.7	-6.3	98.0	2.1
47	CC1=NN(c2ccc(C)cc2)C(=O)/C1=C\C=C\c1ccccc1	-4.7	0.0	-9.7	2.2	-3.0	4.1	1.8	11.0	90.0	0.6
48	CC1CN(S(=O)(=O)c2cccc3nsnc23)CC(C)O1 (configuration not stated)	-0.3	-3.7	-7.3	1.2	-2.1	-4.1	-0.1	0.1	99.6	-1.5
49	COc1ccc(NC(=O)c2c3c(nc4ccccc24)CCC3)cc1	-1.5	-2.0	35.4	1.4	x	0.5	3.4	0.4	92.1	0.3
50	Cc1cccc(C)c1NS(=O)(=O)c1ccc(-c2ccc(=O)[nH]n2)o1	6.0	-7.5	52.1	-9.8	-2.0	-5.0	-0.1	-0.4	x	-5.3
51	CC(=O)N/N=C/c1cc([N+](=O)[O-])ccc1OCCOc1ccccc1	-4.0	0.4	4.9	-10.3	0.2	-4.6	0.6	-2.6	95.4	2.6
